Screening data (PubChem)
Arrestin-AP2 inh – inhibitors of beta-arrestin/AP2 binding, primary screen, biochemical, GPCR trafficking, flow cytometry; beta-arrestin 1 C-terminal peptide binding to AP2 beta2-adaptin appendage (human); FITC-arrestin peptide / GST-AP2 beads; AP2 beta2 appendage carries R879A mutation; inhibition, % at 10 µM; 340,000 tested, 0.31% active; AID 504490, 2011;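 active = inhibition above a set limit, near 3 SD of compounds lacking own fluorescence, cut at about 54% in these data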;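 note: plate controls were DMSO wells for no effect and 5 µM unlabelled arrestin peptide for full effect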
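Material – GST-tagged AP2 beta2-adaptin appendage (R879A) on 4 µm glutathione beads · Probe or stimulus – fluorescein-tagged arrestin peptide at 50 nM final · Timing – 12 min plus 1 h, RT · Detection – bead flow cytometry, FITC channel · Read-out basis – inhibition as reduced fluorescein signal on beads, percent · Medium – PBS plus Tween 20 (0.05%) and BSA (0.1%)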
DSG3 Ab inh – inhibitors of pemphigus antibody binding to DSG3, primary screen, biochemical, bead-based, flow cytometry, scFv-GFP; DSG3-coupled beads, scFv-anti-DSG3-GFP binding; stronger effect = lower value; binding (percent of control), % at 10 µM; 310,000 tested, 0.48% active; AID 588358, 2011;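 active = binding more than 3 SD below its plate's average and above zero; inconclusive = below that plate limit but binding exactly zero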;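 note: hits lower antibody fragment binding to DSG3; some compounds called inactive have numbers as strong as hits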
SR-BI DiI inh – inhibitors of SR-BI mediated HDL lipid uptake, primary screen, ldlA[mSR-BI] cells, fluorescence, single point. ldlA[mSR-BI] CHO cells, DiI-HDL uptake fluorescence, 3 h. inhibition, % at 12.5 µM. 320,000 tested, 0.96% active;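 active = mean replicate inhibition of at least 70% and a set share of replicates each scoring 70 or more; inconclusive = meets just one of the two criteria; inactive = fails both criteria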;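 note: 0% = median of neutral control wells and 100% = median of positive control wells; values of inactives mirror those of a sister screen read the other way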
NSD2 HMT inh – NSD2 histone methyltransferase inhibitors, primary screen, biochemical, AlphaScreen, single concentration, set 2. inhibition, % at 12.5 µM. AID 743445, 2014. 310,000 tested, 0.54% active. NSD2 peptide methylation, 120 min. Histone-lysine N-methyltransferase NSD2 (Homo sapiens), O96028; in the data active = inhibition above about 50%
MITF TRPM1 HTS – activators of MITF-driven TRPM1 promoter reporter, primary screen, cell-based, SK-MEL-5, luciferase, single point | activation, % at 12.5 µM | 300,000 tested, 0.75% active | AID 588334, 2011 | SK-MEL-5 TRPM1-promoter luciferase, 24 h; % of positive control, neutral wells = 0;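 active = mean activation of at least 80% with every replicate also reaching 80%; inconclusive = mean reaches 80% but some replicate falls short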;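 note: 0% = neutral control wells and 100% = parthenolide positive control wells; values of inactives mirror those of a sister screen read the other way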
PKA-R1A act – activators of PKA-R1A holoenzyme, primary screen, biochemical, fluorescence polarization, Cy5-IP20, bovine R1A, mouse PKAc; cAMP-dependent protein kinase type I-alpha regulatory subunit (Bos taurus) + …; PKA-R1A dissociation; scaled: DMSO 0%, 113 µM cGMP 100%; activation, % at 11.4 µM; 340,000 tested, 0.083% active; AID 504707, 2011;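 active = percent activation above the mean of all tested compounds plus 3 SD, cut at about 19% in these data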;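 note: higher means more PKAc released from R1A so a rise in polarization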
dFosB act – activators of delta FosB homodimer, primary screen, biochemical, fluorescence polarization, TAMRA-CDK5 oligo, single point; purified delta FosB; percent of positive-control signal above neutral wells; activation, % at 25 µM; 340,000 tested, 0.99% active;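 active = mean activation above about 17%, with every replicate also reaching it, limit read from the data, passing the limit was not always enough; inconclusive = only one of the two conditions met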;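 note: fluorescence polarization rise as delta FosB binds a TAMRA Cdk5 AP-1 oligo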
SUMO Mot1 rescue – yeast Mot1-301 growth rescue at high temperature, primary screen, SUMOylation pathway inhibitor project, S. cerevisiae, ATP luminescence, 38.5C; S. cerevisiae Mot1-301 growth rescue; percent above DMSO median, 100 means doubled; growth rescue, % at 18.8 µM; 320,000 tested, 1% active; AID 2716, 2010;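 active = every valid replicate shows activation above 250% relative to neutral control wells; inactive = the rest, any valid replicate at or below 250%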;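 note: OY570 slx delta 5 strain wells were the positive control but not used for scaling; some compounds called inactive have numbers as strong as hits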
PKA-R2B activ – activators of PKA-R2B holoenzyme, primary screen, biochemical, fluorescence polarization, Cy5-IP20, human; cAMP-dependent protein kinase catalytic subunit beta (Homo sapiens) + cAMP-dependent …; PKA-R2B holoenzyme dissociation; R2B truncated from residue 108, S112A mutant; 0% DMSO only, 100% 113 µM cGMP; activation, % at 11.4 µM; 340,000 tested, 0.079% active; AID 504700, 2011;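 active = activation above a cutoff set at the mean over all compounds plus 3 SD, cut at about 18% in these data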;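 note: higher means more holoenzyme dissociation and a rise in polarization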
Target sequence (P31323 whole entry, looked up, other chains not shown, the tested form may be a part): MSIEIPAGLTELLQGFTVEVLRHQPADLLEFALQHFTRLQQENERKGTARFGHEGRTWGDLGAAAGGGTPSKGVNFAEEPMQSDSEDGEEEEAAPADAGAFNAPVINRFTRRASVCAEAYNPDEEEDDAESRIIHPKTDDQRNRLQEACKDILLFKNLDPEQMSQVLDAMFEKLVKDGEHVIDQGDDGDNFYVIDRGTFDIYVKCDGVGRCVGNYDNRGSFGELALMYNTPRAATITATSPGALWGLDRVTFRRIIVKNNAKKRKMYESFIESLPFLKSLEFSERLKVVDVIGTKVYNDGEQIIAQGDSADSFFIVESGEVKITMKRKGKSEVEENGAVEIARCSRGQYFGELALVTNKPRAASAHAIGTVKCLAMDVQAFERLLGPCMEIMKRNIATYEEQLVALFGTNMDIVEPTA
CDK5 p35 inh – inhibitors of human CDK5/p35 kinase, primary screen, biochemical, single concentration | Cyclin-dependent kinase 5 (Homo sapiens) + Cyclin-dependent kinase 5 activator 1 (Homo … | Recombinant CDK5/p35, ADP-Glo luminescence, 60 min | inhibition, % at 10 µM | 330,000 tested, 0.01% active | AID 488839, 2010;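 active = highest replicate inhibition of at least 50% and at least 75% of replicates reaching 50%; inconclusive = only one of the two criteria met; inactive = both criteria failed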;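 note: plate controls were DMSO neutral control for no effect and GW8510 at 10 µM for full effect; many of its hits are not listed in these tables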
Target sequence (Q00535 whole entry, looked up): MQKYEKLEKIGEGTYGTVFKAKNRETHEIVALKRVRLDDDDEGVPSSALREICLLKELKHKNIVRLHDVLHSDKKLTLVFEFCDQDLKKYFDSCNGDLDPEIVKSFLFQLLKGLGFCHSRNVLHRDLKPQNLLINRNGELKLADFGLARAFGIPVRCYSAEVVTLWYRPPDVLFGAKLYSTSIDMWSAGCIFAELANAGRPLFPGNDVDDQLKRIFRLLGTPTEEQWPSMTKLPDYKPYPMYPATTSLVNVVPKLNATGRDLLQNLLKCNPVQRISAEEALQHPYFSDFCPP
Target sequence (Q15078 whole entry, looked up): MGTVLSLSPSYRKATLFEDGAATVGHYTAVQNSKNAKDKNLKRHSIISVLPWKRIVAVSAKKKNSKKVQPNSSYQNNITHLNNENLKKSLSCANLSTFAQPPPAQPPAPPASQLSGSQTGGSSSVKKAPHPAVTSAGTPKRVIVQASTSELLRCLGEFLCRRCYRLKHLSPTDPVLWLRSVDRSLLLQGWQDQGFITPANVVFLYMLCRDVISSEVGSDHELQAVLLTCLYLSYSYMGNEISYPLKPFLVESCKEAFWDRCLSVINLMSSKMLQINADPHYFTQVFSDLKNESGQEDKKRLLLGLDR
SR-BI DiI-HDL act – activators of SR-BI mediated DiI-HDL uptake, primary screen, ldlA[mSR-BI] CHO cells, DiI fluorescence; 3 h; 100 = double the neutral-control signal; activation, % at 12.5 µM; 320,000 tested, 0.096% active;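 active = mean replicate activation of at least 60% and every replicate at or above 60%; inconclusive = mean or all-replicate condition met, but not both; inactive = mean below 60% and not all replicates reaching 60%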;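 note: 0% = median plate neutral-control signal and 100% = twice that signal; values of inactives mirror those of a sister screen read the other way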
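Test system: SR-BI-overexpressing, LDLR-lacking CHO cells; Medium: Ham's F12 with 0.5% BSA, HEPES 25 mM, pH 7.4; Schedule: 3 h, 37 °C; Technique: bottom-read fluorescence, 550/595 nm.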
The depositor's hits bear a star; ? = inconclusive; · = not tested or not shown.

SMILES	Arrestin-AP2 inh	DSG3 Ab inh	SR-BI DiI inh	NSD2 HMT inh	MITF TRPM1 HTS	PKA-R1A act	dFosB act	SUMO Mot1 rescue	PKA-R2B activ	CDK5 p35 inh	SR-BI DiI-HDL act
Cc1ccc2nc3c(c(Nc4ccccc4)c2c1)CCC3	-6	·	17	0	·	3	-18	-14	5	1.3	-17
Cc1cccc(NC(=O)CSc2cn[nH]n2)c1	-7	·	·	0	-14	-8	7	4	5	-0.1	·
CN1C(=O)C(C)(C)c2cc(S(=O)(=O)N3CCCC3C(=O)NCc3ccc(F)cc3)ccc21 (configuration not stated)	-8	104	11	·	4	4	-3	-8	-10	-0.8	-11
N#Cc1ccc2c(c1)nc1ccccn12	32	107	-26	4	18	-1	-3	·	2	1.1	26
CCNc1nc(NC(C)C)nc(N(n2cnnc2)S(=O)(=O)c2ccc(C)cc2)n1	-3	110	-16	1	-7	-5	2	126	-3	-5.7	16
COc1cccc2sc3ccc(C#Cc4ccc(N)cc4)cc3c(=O)c12	6	97	18	·	102*	4	1	21	1	-5.5	-18
Cc1ccc(-c2nc3ccccc3o2)cc1NC(=O)c1ccc2c(c1)OCO2	5	98	3	-1	·	9	-15	6	0	-1.7	-3
Cc1c(C(=O)OCCOC(C)C)[nH]c2c1C(=O)CC(C)(C)C2	8	106	44	·	14	3	-1	-10	0	1.4	-44
CC(=O)Oc1ccccc1N(C(C)=O)S(=O)(=O)c1cccc([N+](=O)[O-])c1	7	104	3	2	-14	3	-1	-13	1	-1.3	-3
COc1ccccc1NC(=O)CN1CCN(c2ccc(Cl)cc2)CC1	-5	113	-7	-1	·	-6	-5	3	-11	-2.1	7
Cc1ccc(CN2CC(C(=O)N3CC=C(c4ccccc4)CC3)CC2=O)cc1 (configuration not stated)	-6	98	9	2	-1	-16	-5	10	-7	-1.7	-9
O=C(CCC(=O)N1CCCc2ccccc21)N1CCN(S(=O)(=O)c2ccccc2)CC1	3	109	-10	-1	-12	3	-2	-3	1	-0.1	10
COC(=O)c1cc(C(=O)N2CCN(c3cccc(C)c3C)CC2)cc([N+](=O)[O-])c1	14	102	64	3	-20	-4	-6	21	-4	0.6	-64
CN(C)CCCN(C(=O)CCOc1ccccc1)c1nc2ccc(F)cc2s1	-4	90	-6	-4	-8	6	-55	·	-4	-1.7	6
N/C(=N\OC(=O)Cc1ccccc1[N+](=O)[O-])c1ccc(Br)cc1	19	102	-1	-3	12	-2	1	1	-3	-1.2	1
C=CCN(C(=O)c1csnn1)C(C(=O)NC1CCCC1)c1ccc(Cl)cc1 (configuration not stated)	-8	·	-11	-1	-1	6	-5	-32	0	-0.5	11
CCC(Cc1ccccc1)NS(=O)(=O)c1ccc2c(c1)NC(=O)CS2 (configuration not stated)	-4	99	-6	3	-23	0	-17	224	7	0.4	6
O=C(Nc1cccc(-n2cccn2)c1)C1CCCN(Cc2ccccc2F)C1 (configuration not stated)	-1	115	-12	-1	-9	-1	-7	3	-6	-4.1	·
COc1ccc(NC(=O)N2CCc3cc(OC)c(OC)cc3C2)cc1	31	100	32	4	·	7	-1	5	-3	-0.8	-32
N#CCCCCn1ccc(NC(=O)c2ccc(Cl)cc2O)n1	9	·	-15	0	5	-7	4	-10	0	-0.5	15
Cc1ccc(C2=NN(C(=O)CN3CCN(C4CCS(=O)(=O)C4)CC3)C(c3ccco3)C2)cc1 (configuration not stated)	-2	102	17	2	1	3	-11	30	2	-6.0	-17
CC(C)COC(=O)c1ccccc1OC(=O)c1ccncc1	7	76	-25	0	3	9	-3	12	-1	-1.7	25
COc1ccc(Cc2nnnn2CC(=O)O)cc1	3	108	-11	-1	-8	14	3	20	-5	-1.0	11
Cc1nc(NC(=O)C2CC2)sc1C	-6	79	-18	0	8	-3	-1	-8	-8	3.8	18
COc1ccc(-c2n[nH]c(=S)n2-c2ccccc2C)cc1	11	115	32	2	-5	9	-13	-19	-6	0.2	-32
CSc1ccc(CN(C)C(C)C(=O)NCc2ccccc2)cc1 (configuration not stated)	10	·	1	2	4	2	3	-3	1	0.7	-1
O=C(CCc1ccccc1)NCc1ccncc1	-5	105	9	1	·	-6	7	-5	-2	-1.5	-9
Cc1ccc(C(=O)CCC(=O)N2CCN(c3ccc(F)cc3)CC2)cc1	-4	107	-5	·	0	2	3	23	-3	1.6	5
O=C(NCc1cccc(CNC(=O)C(=O)NCC2CCCO2)c1)C(=O)NCC1CCCO1 (configuration not stated)	-43	99	-15	-3	-1	·	5	20	·	-2.6	15
NC(=O)Nc1cc(Cl)ccc1Cl	-9	·	-28	-2	·	-8	-4	-7	-1	-0.1	28
COc1cc2c(cc1OC)C(C(N)=O)NCC2 (configuration not stated)	-11	91	-26	-3	6	6	-10	·	0	-0.1	26
CCN(CC)S(=O)(=O)c1cccc(-c2csc(C)n2)c1	9	99	·	-3	0	-3	-3	0	-5	-1.3	·
O=C(O)c1ccc(N2C(=O)c3ccc(C(=O)c4cccc([N+](=O)[O-])c4)cc3C2=O)cc1	5	101	-28	-1	1	1	-1	-23	-7	0.9	28
O=C(Oc1ccc(Br)cc1)c1cccc(S(=O)(=O)N2CCOCC2)c1	10	108	16	-4	1	-11	-10	-9	3	-6.3	-16
O=Cc1cc(Br)c(OC(=O)N2CCOCC2)c(Br)c1	-5	95	-1	-1	-3	-6	2	8	-3	-0.1	1
O=C1c2ccccc2C(=O)C1c1ccccc1F	-1	94	9	1	-7	-21	-6	-26	-24	1.0	-9
CCOC(=O)[C@H]1[C@H]2COc3ccc(OC)cc3[C@@H]2N2C(=O)c3ccccc3NC(=O)[C@@]12C	8	107	-10	·	2	-2	1	-15	15	-0.7	11
C/C(CCC(C)C)=N\NS(=O)(=O)c1ccc(C)c([N+](=O)[O-])c1	2	91	7	2	-4	-4	-6	-19	-6	-2.3	-7
c1ccc(N2N=C(c3cccs3)CC2c2ccco2)cc1 (configuration not stated)	26	·	5	-3	7	-11	2	25	-10	-0.5	-5
COc1ccc(OC2C(=O)N(c3ccc(C)c(C)c3)C2c2ccc(OC)c(OC)c2)cc1 (configuration not stated)	-2	84	34	-1	-2	-10	-6	·	1	0.4	-34
O=C(c1cc(F)c(F)cc1Cl)N1CCOCC1	6	107	-5	4	·	-15	1	-1	-11	-2.0	5
Cc1nc2ccccc2c2oc(C(=O)N3CCC(C)CC3)cc12	0	108	33	-1	22	-9	-18	-12	1	-0.2	·
CNC(=O)NC(=O)CSc1cccc(C(F)(F)F)c1	5	98	-9	·	3	4	-3	-7	-3	1.6	9
O=C(Cn1c(=O)oc2ccc(Cl)cc21)Nc1ccon1	-18	103	-13	0	-3	-5	3	-5	0	-0.8	13
O=C1NC(c2ccco2)Nc2ccccc21 (configuration not stated)	-5	97	-16	·	9	6	4	-1	-20	1.0	16
CCCCCCCCCC(=O)N1c2ccccc2NC(=O)C1CC(=O)Nc1ccc(C(=O)O)cc1 (configuration not stated)	-2	98	-4	3	0	-15	-3	6	-2	2.0	4
Cc1ccc(-c2cc(C(F)(F)F)n3ncc(C(=O)N4CCN(C)CC4)c3n2)cc1	-3	100	40	-1	0	-3	-4	33	-5	-2.0	-40
COCCN(CC(=O)Nc1cccc(C)c1C)C(=O)Cn1cnc2ccccc2c1=O	-10	107	-5	2	4	-2	3	·	-2	-1.2	5
COc1ccccc1-c1csc(NC(=O)c2ccc(N3C(=O)CCC3=O)cc2)n1	20	108	56	0	-7	-1	?	7	-10	-1.3	-56
CC1NC(=O)N(C)[C@@H]2NC(=O)N(C)C(c3ccc([N+](=O)[O-])cc3)[C@@H]12 (some centres not stated)	1	105	-19	·	·	-4	6	-1	8	-0.4	19
O=C(Nc1ccccc1C(=O)N1CCOCC1)c1ccc(Cl)cc1	3	102	-15	-1	0	0	-8	-14	-19	-0.1	15
Cc1noc(NS(=O)(=O)c2ccc(N/C=C/C(=O)c3cccnc3)cc2)c1C	7	94	-2	·	-5	-4	-4	-20	-7	5.5	2
CCOC(=O)c1c(NC(=O)CSc2nc(C)cc(C)c2C#N)sc(C(C)=O)c1C	-1	99	46	·	·	-2	2	-9	9	2.2	-46
O=C(Cn1nnc(-c2ccc3c(c2)OCO3)n1)NCc1ccco1	-4	99	-14	1	·	-5	33*	·	2	0.9	14
C/C(CC(=O)Nc1ccc(F)cc1)=N\NC(=O)c1ccccn1	16	97	0	-2	11	-4	-2	-7	-4	-1.0	0
O=C(N/N=C/c1ccc(Cl)c([N+](=O)[O-])c1)c1cnccn1	0	97	-5	-2	0	6	-4	-6	-1	1.4	5
COc1ccc2oc(C(=O)OCC(=O)NCCc3ccc(S(N)(=O)=O)cc3)c(C)c2c1	26	95	13	-1	9	-4	26*	-23	6	-1.5	-13

Rows are unselected; 4.7% or so of the library scored in one or more.
